Assay outcomes (PubChem)
TDP1 block – inhibitors of human tyrosyl-DNA phosphodiesterase TDP1. AID 485290. Q9NUW8. Potency, µM (highest dose often 130 µM), for inactives: top-dose activity change, negative = inhibition, actives largely listed as inhibitors. 350,000 compounds, 0.28% hits. recombinant TDP1, AlphaScreen DNA substrate cleavage; also: nearly all actives have a fitted effect of over 40% in size
Target sequence (Q9NUW8 whole entry, looked up): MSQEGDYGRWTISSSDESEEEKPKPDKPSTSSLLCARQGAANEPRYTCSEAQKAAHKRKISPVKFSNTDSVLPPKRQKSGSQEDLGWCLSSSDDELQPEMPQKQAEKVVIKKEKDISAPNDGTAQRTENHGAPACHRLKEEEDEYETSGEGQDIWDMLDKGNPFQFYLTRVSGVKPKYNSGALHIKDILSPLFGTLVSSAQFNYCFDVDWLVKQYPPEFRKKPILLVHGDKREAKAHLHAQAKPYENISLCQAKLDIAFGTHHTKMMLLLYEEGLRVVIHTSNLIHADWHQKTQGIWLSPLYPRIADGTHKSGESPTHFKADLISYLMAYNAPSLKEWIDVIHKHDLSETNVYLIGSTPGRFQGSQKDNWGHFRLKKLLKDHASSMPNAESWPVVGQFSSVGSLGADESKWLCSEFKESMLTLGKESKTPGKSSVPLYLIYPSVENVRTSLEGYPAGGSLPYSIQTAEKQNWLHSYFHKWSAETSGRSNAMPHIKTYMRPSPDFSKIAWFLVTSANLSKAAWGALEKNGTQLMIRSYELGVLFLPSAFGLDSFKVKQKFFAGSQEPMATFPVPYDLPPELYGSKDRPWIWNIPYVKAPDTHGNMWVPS
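Enzyme-compound mixtures sat 15 min at room temperature, followed by a 5 min reaction with 15 nM final substrate and 10 min with AlphaScreen beads. Recombinant human Tdp1 was used at 1 nM final.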
N370S GC mod – inhibitors or activators of N370S glucocerebrosidase for Gaucher disease | P04062 | N370S GC spleen homogenate, 4MU-glucoside fluorescence | Potency, µM (top dose mostly 59.4 µM), for the others: at the highest dose activity change, negative = inhibition, most hits filed as inhibitors | 330,000 compounds, 0.092% hits;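 also: 0% = full enzyme activity and -100% = no enzyme basal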
FEN1 inh – human FEN1 inhibition. P39748. 390,000 compounds, 0.35% hits. Recombinant FEN1 flap cleavage, fluorescence, 15 min. Potency, µM (top dose mostly 114 µM), for inactives: top-dose activity change, negative = inhibition, most hits filed as inhibitors; also: nearly all actives have a fitted effect of over 65% in size
Target sequence (P39748 whole entry, looked up): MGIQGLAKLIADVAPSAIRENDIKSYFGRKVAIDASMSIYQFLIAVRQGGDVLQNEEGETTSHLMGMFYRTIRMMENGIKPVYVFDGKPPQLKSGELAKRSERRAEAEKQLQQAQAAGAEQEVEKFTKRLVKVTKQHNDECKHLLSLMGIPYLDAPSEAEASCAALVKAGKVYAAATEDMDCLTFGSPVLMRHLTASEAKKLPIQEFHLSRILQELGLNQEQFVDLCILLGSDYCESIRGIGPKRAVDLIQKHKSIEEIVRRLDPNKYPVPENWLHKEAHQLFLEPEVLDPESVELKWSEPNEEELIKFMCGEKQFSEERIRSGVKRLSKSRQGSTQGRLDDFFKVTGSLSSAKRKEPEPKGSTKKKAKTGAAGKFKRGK
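Read-out was taken twice, immediately and after 15 min, following addition of 50 nM substrate to 10 nM FEN1 that had sat with test compound for 15 min at room temperature. Curves came from a four-parameter Hill model.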
* hit, by the source's call; ? = inconclusive; · = not tested or not shown; & = joins results of further samples; [ ] = remark or other dose. Calls follow the shape of the dose curve; as a rule, active = well fitted curve in the direction sought with a large enough effect; inconclusive = small, poorly fitted or top-dose-only effect, or another doubt; inactive = no such curve, though single readings can be large; an effect the other way counts as inactive or inconclusive. Unless noted, % is scaled to controls: 0 for no effect and ±100 for the full control effect; potency is read from the fitted curve at half-maximal effect.

SMILES	TDP1 block	N370S GC mod	FEN1 inh
O=C(Cc1ccccc1)NCC(=O)N1CCc2ccccc2C1	·	-7%	0%
O=C(NCc1ccccc1)c1ccc(Cn2c(=O)c3cccn3c3cccnc32)cc1	5%	·	0%
N/C(=N\OC(=O)c1ccc([N+](=O)[O-])cc1)c1ccc(Br)cc1	·	-6%	32%
O=C(CSc1nc(=O)n(Cc2ccccn2)c2c1CCC2)Nc1cccc(Cl)c1	3%	·	10%
N#CCc1c(C#N)c(N)nc(N2CCN(S(=O)(=O)c3ccccc3)CC2)c1C#N	9%[56.1 µM]	0%	-6%
COc1ccc(NC(=S)Nc2cnc3ccccc3c2)c(OC)c1	0%	-1%	-6%
CCOC(=O)c1c(C)oc2nc(C)nc(NCCCN3CCN(c4cccc(C)c4)C(C)C3)c12 (stereo not given)	-1%	·	6%
COC(=O)c1c(N)n(CCCN2CCOCC2)c2nc3ccccc3nc12	3%	·	-16%
CCCOC(=O)CCCCC1SCC(NC(=O)OC)C1NC(=O)OC (stereo not given)	-3%	0%	9%
COc1ccc(N2CCN(C(=O)c3ccc(-c4nc(COc5ccccc5)c(C)o4)cc3)CC2)cc1	6%	·	-10%
COc1ccc(C(NC(=O)C(C)(C)C)NC(=O)C(C)(C)C)cc1	-8%	3%	3%
Cc1ccc(N(CC(=O)NC2CCCCC2C)S(=O)(=O)c2c(C)nn(C)c2C)cc1 (stereo not given)	0%	-20%	-7%
CCOC(=O)CNC(=S)N(Cc1ccco1)Cc1ccccc1Cl	·	-6%	-14%
CC1=NNC(=O)/C1=C\c1cn(-c2ccccc2)nc1-c1cccs1	8%	-5%	-24%
C=C1CN(C(C(=O)OC)C(C)C)S(=O)(=O)c2ccc(F)cc21 (stereo not given)	7%	-3%	-3%
O=C(/C=C/c1ccccc1[N+](=O)[O-])N1CCOCC1	5%	-20%	-3%
Cc1cccn2c(=O)c3cc(C(=O)NCCc4ccccc4)c(=N)n(Cc4ccco4)c3nc12	-18%	-9%	-2%
C[C@H](CO)N1C[C@H](C)[C@@H](CN(C)C(=O)NC2CCCCC2)Oc2ccc(NC(=O)NC3CCCCC3)cc2C1=O	0%	·	19%
Cc1onc(-c2ccccc2)c1C(=O)NC(C)C1CCCO1 (stereo not given)	4%	-4%	-5%
O=C(Cc1c(F)cccc1Cl)OCC(=O)c1ccc[nH]1	0%	·	6%
C[C@H](N)C(=O)OCc1ccc([N+](=O)[O-])cc1	4%	-2%	21%
COC(=O)CC(NS(=O)(=O)c1cccs1)c1ccccc1Cl (stereo not given)	0%	6%	1%
COCc1nnc(NC(=O)c2ccc(S(=O)(=O)N(C)C3CCCCC3)cc2)o1	11%	-4%	1%
COC(=O)c1ccccc1NC(=O)N1CCN(c2ccccc2F)CC1	0%	10%	8%

Exported with values under each structure: four of the compounds above.
Values in the order: TDP1 block	N370S GC mod	FEN1 inh
CC1=NNC(=O)/C1=C\c1cn(-c2ccccc2)nc1-c1cccs1
    8%	-5%	-24%
C=C1CN(C(C(=O)OC)C(C)C)S(=O)(=O)c2ccc(F)cc21 (stereo not given)
    7%	-3%	-3%
O=C(/C=C/c1ccccc1[N+](=O)[O-])N1CCOCC1
    5%	-20%	-3%
Cc1cccn2c(=O)c3cc(C(=O)NCCc4ccccc4)c(=N)n(Cc4ccco4)c3nc12
    -18%	-9%	-2%

Next section:
SMILES	TDP1 block	N370S GC mod	FEN1 inh
CC(=O)N/C(=C\c1ccccc1)C(=O)OCc1cc(C)ccc1C	-17%	5%	9%
C=CCn1c(CCNC(=O)c2ccccc2F)nnc1SCc1nc2ccccc2c(=O)[nH]1	5%	-23%	5%
Cc1ccc(O)c(N)c1	4%&15%	-11%	-21%
COC(=O)C1=CN(C)C=C(C(=O)OC)C1c1ccsc1	2%	?	-2%
CC(=O)N1N=C(c2ccco2)CC1c1ccc(C)cc1 (stereo not given)	3%	-14%	4%
CC(=O)c1ccc(N2CCN(C(=O)c3cc4c(s3)CCCC4)CC2)cc1	3%	-8%	3%
O=C1CCCN1CCCNS(=O)(=O)c1ccc(Br)cc1	·	3%	-1%
CC(=O)Nc1ccc(S(=O)(=O)Oc2ccccc2N2C(=O)C3C4CCC(C4)C3C2=O)cc1 (stereo not given)	0%	-14%	-7%
CCOc1ccc(NC(=O)CN(C)C(=O)C2=COCCO2)cc1OCC	·	-6%	11%
COc1ccccc1N1CCN(C(=O)c2cc(S(=O)(=O)N3CCCCC3)ccc2C)CC1	2%	·	-7%
CCCC(=O)Nc1cc(-c2nc3cccnc3s2)ccc1C	6%	·	?
COc1cc(/C=N/n2c(C)nc3ccccc3c2=O)ccc1O	·	?	10%
CCOc1ccccc1C(=O)N1CCC(C(=O)c2ccc(F)cc2)CC1	·	21%	11%
O=C(N/C(=C/c1ccccc1)C(=O)N1CCCCC1)c1ccc(Br)o1	1%	0%	-3%
Cc1ccccc1Cn1cc(NC(=O)c2noc3c2CC(C(C)(C)C)CC3)cn1 (stereo not given)	9%	-22%	0%
CCOC(=O)COc1ccc2cc(C(=O)OCC)c(=O)oc2c1	2%	?	-1%
COC(=O)C(NC(=O)c1ccccc1C)(Nc1ncc(S(=O)(=O)c2ccc([N+](=O)[O-])cc2)s1)C(F)(F)F (stereo not given)	11%	-4%	-19%
O=C(CN1CCCC1)N/N=C/c1c(O)ccc2ccccc12	2%	-4%	15%
CCN(CC(=O)Nc1c(F)cccc1F)C(=O)CCc1nc2cc(S(=O)(=O)N3CCOCC3)ccc2n1C	-13%[0.505 µM]	-3%	1%
CCc1nnc2n1N=C(c1ccc(-c3cc(Cl)ccc3Cl)o1)CS2	4%	3%	1%
CC(OC(=O)c1cccc(-n2cnnn2)c1)C(=O)c1ccccc1 (stereo not given)	·	0%	3%
OCCN1CCN(c2ncnc3c2cnn3-c2cccc(Cl)c2)CC1	5%	·	-8%
O=C(CN1C(=O)NC2(CCCC2)C1=O)NCc1ccc(F)cc1	0%	·	1%
COc1ccc(NC(=O)c2cc(OC)c(OC)c(OC)c2)cn1	4%	-7%	1%

Four entries already listed, ordered by molar mass, lowest first:
SMILES	TDP1 block	N370S GC mod	FEN1 inh
O=C(CN1C(=O)NC2(CCCC2)C1=O)NCc1ccc(F)cc1	0%	·	1%
CCOC(=O)COc1ccc2cc(C(=O)OCC)c(=O)oc2c1	2%	?	-1%
CC(OC(=O)c1cccc(-n2cnnn2)c1)C(=O)c1ccccc1 (stereo not given)	·	0%	3%
COC(=O)C(NC(=O)c1ccccc1C)(Nc1ncc(S(=O)(=O)c2ccc([N+](=O)[O-])cc2)s1)C(F)(F)F (stereo not given)	11%	-4%	-19%

Remaining list, next part:
SMILES	TDP1 block	N370S GC mod	FEN1 inh
Cc1ccc(CCNC(=O)c2ccc3nc4ccccc4c(=O)n3c2)cc1	·	-3%	-15%
COc1ccccc1N(C(=O)c1ccco1)C(C(=O)NC1CCCCC1)c1cc(OC)c(OC)c(OC)c1 (stereo not given)	·	-7%	-11%
O=C(Cn1ncc2c([nH]c3ccccc32)c1=O)Nc1cccc(C(F)(F)F)c1	4%	·	0%
COc1ccccc1OCc1ccc(C(=O)NC(C)c2ccccc2)o1 (stereo not given)	·	-4%	10%
COc1ccc(S(=O)(=O)NCC(=O)N(CC(=O)NCc2ccco2)C2CCCC2)cc1	10%	-4%	-2%
O=C(CN1C(=O)NC(Cc2ccccc2)C1=O)Nc1ccc(OC(F)(F)F)cc1 (stereo not given)	1%	·	-4%
CCOC(=O)C1CCN(C(=O)CN(c2ccc3c(c2)OCCO3)S(C)(=O)=O)CC1	0%	4%	-8%
CO[C@@H]1COC(=O)CC=C[C@@H](C)[C@@H]2C=C[C@H](O)[C@@H](COC(=O)[C@H](C)NC(=O)CC=C[C@H]1C)O2	-2%[21 µM]	-1%[12.8 µM]	·
Cc1ccccc1NC(=O)c1c(NC(=O)c2ccccc2)sc2c1CCC2	-3%[12.3 µM]	·	4%
COc1ccc(CCNC(=O)c2nnn(-c3cc(C)cc(C)c3)c2N)cc1OC	9%	-6%	-5%
CCOc1ccc(NS(=O)(=O)c2ccc(C(=O)NCC(c3cccs3)N3CCOCC3)cc2)cc1 (stereo not given)	-10%[0.505 µM]	1%	6%
Clc1ccc(CNc2ccc(N3CCN(Cc4ccccc4)CC3)cc2)cc1	10%	0%	-17%
Cc1ccc(NC(=O)Cn2c(=O)cnc3ccccc32)cc1S(=O)(=O)N1CCOCC1	2%	·	27%
Cc1ccc(-n2nc(C)c3c(C(=O)O)cc(C)nc32)cc1	-8%	·	0%
CCc1cnc2c(c1SCC(=O)Nc1ccc(C(=O)OC)cc1)c(=O)n(C)c(=O)n2C	3%	·	-3%
CC(C)Oc1ccc(C(=O)N(Cc2ccco2)Cc2cccs2)cc1	7%	·	-20%
Cc1cc(Cl)ccc1OCC(=O)Nc1c(C(=O)c2ccccc2)oc2ccccc12	2%	·	-1%
CC(=O)c1cc(C#N)c(SCC(=O)O)nc1C	4%	-1%	-3%
C=CCn1nnnc1SCC(=O)Nc1ccccc1C(=O)OC	0%	-4%	7%
COc1ccc(N(CC(=O)Nc2ccc3c(c2)OCO3)S(=O)(=O)c2ccccc2)cc1OC	-4%	-10%	4%
O=C(NCCNc1ccc([N+](=O)[O-])cc1)c1ccccc1F	-2%	-11%	16%
CC(C)c1nn2c(=O)cc(COC(=O)c3cccc(NC(=O)CCc4ccccc4)c3)nc2s1	-4%	·	1%
CCn1c(CNC(=O)c2ccc(F)cc2)cc2ccccc21	3%	0%	22%
Cc1ccccc1C1CC(=O)Nc2ccc3ccccc3c21 (stereo not given)	2%	·	-7%

3 records drawn at random from those above:
SMILES	TDP1 block	N370S GC mod	FEN1 inh
CCc1cnc2c(c1SCC(=O)Nc1ccc(C(=O)OC)cc1)c(=O)n(C)c(=O)n2C	3%	·	-3%
CC(=O)c1cc(C#N)c(SCC(=O)O)nc1C	4%	-1%	-3%
O=C(NCCNc1ccc([N+](=O)[O-])cc1)c1ccccc1F	-2%	-11%	16%

Additional structures follow:
SMILES	TDP1 block	N370S GC mod	FEN1 inh
COc1ccc(-c2cc(C(F)(F)F)c3c(n2)sc2c(O)cc(=O)[nH]c23)c(OC)c1	0%	-7%	?
COc1cc2cc(C#N)c(SCC(=O)N3CCOCC3)nc2cc1OC	2%	26%	-19%
Cc1csc(SC(C)c2nc3scc(-c4ccccc4)c3c(=O)[nH]2)n1 (stereo not given)	6%	9%	-8%
Cc1csc2nc(COC(=O)c3ccccc3NC(=O)c3ccccc3Cl)cc(=O)n12	6%	·	0%
COc1ccc(NS(=O)(=O)c2cccc(C(=O)N3CCCC(C)C3)c2)cc1 (stereo not given)	1%	-25%	-1%
CC1SC(c2ccc(Cl)cc2Cl)NC1=O (stereo not given)	3%[56.1 µM]	1%	1%
Clc1ccc(-c2csc(N3CCOCC3)n2)cc1	-3%	-3%	-3%
COc1ccc(Nc2nc(C)c3ccccc3n2)cc1	9%	5%	-22%
Cc1cc(C)cc(NC(=O)N2CCC(NC(=O)c3ccco3)CC2)c1	0%	-18%	0%
Cc1cc2c(N=NC(=O)CCc3ccccc3)c(O)[nH]c2cc1Br	2%	12%	-3%
CSc1nc(C)c(C(=O)C[n+]2ccccc2)cc1C#N	-3%	-4%	-15%
Cc1c(C(=O)N(Cc2ccccc2Cl)C2CCS(=O)(=O)C2)oc2ccccc12 (stereo not given)	·	-17%	5%
O=C(CSc1nnc2ccc(-c3ccccn3)nn12)Nc1ccc(F)cc1F	-7%	-20%	4%
O=c1c2cc3c(=O)n(-c4ccccc4O)c(=O)c3cc2c(=O)n1-c1ccccc1O	4%	-7%	-3%
CCCc1cc(=O)[nH]c(SCc2nc(-c3ccccc3)no2)n1	0%	·	-6%
NS(=O)(=O)c1ccc(CCNC(=O)CNC(=O)c2ccc(Br)o2)cc1	1%	·	-8%
CCOc1ccc(NC(=O)Cc2ccc(S(=O)(=O)N3CCOCC3)s2)cc1OCC	-16%	-1%	-4%
Cc1cccc(N(C(=O)CCC(=O)Nc2cc(C)on2)C(C(=O)NC2CCCC2)c2ccccc2)c1 (stereo not given)	6%	-6%	-5%
CN(C)c1ccc(/C=C(\C#N)c2nc3ccccc3c(=O)[nH]2)cc1	1%[12.3 µM]	·	5%
CCn1cc(NC(=O)Nc2ccc(OC)c(OC)c2)c(C(N)=O)n1	4%[56.1 µM]	2%	11%
Cc1nn(CC(=O)NCc2ccccn2)c(C)c1[N+](=O)[O-]	·	-4%	-2%
COC(=O)CCC(=O)OC1(C)C(=O)C=C2C=C(C3CC3)N(c3ccc(OC)cc3)C=C2C1=O (stereo not given)	4%[12.3 µM]	-3%[12.8 µM]	·
COC(=O)c1c(NC(=O)CC2SC(N)=NC2=O)sc2c1CCC(C(C)(C)C)C2 (stereo not given)	3%	4%	-23%
Cc1cc(C)n(CCCNC(=O)c2cc(COc3ccc(C)c(C)c3)on2)n1	1%	-2%	4%
Cc1c(C(=O)OCC(=O)N(C)Cc2ccc(Cl)cc2)oc2ccccc12	-6%[56.1 µM]	·	-3%
C/C(=N\Nc1ccc(F)cc1)c1ccncc1	-2%	9%	0%
CC(C)C(=O)NNC(=O)c1csc(-c2cccs2)n1	6%	14%	-2%
CC(c1ccccc1)N1C(=O)OC(C)(C)C1(C)O (stereo not given)	1%	2%	-20%
Cc1cc(Cn2ccnc2)c(C)c([N+](=O)[O-])c1Cn1ccnc1	·	-1%	15%
